Abeta yeast res – restores growth of yeast expressing A-beta42 peptide. yeast expressing A-beta42, growth rescue, OD600, 48 h; response scale: 0% DMSO, 100% iron-clioquinol control. Potency, µM (highest dose often 46.1 µM), for inactives: at the highest dose growth rescue, usual class: activators. 0.063% of 410,000 active; also: potency is read from the fitted curve at half-maximal effect; nearly all actives have a fitted effect of over 55% in size
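Growth rescue measured by 600 nm absorbance after 48 h yeast culture at 30 C with compound. Values normalized between DMSO and an equimolar ferric chloride plus clioquinol control.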
GLP-1R inv ag – GLP-1 receptor (human) inverse agonism; AID 624417; 1.6% of 410,000 active; HEK293 GLP-1R CRE-luciferase, luminescence, 24 h; GLP-1R form is constitutively active; P43220; Potency, µM (top dose mostly 38.3 µM), for the others: at the highest dose activity change, negative = inhibition, hits mostly inhibitors; also: potency is read from the fitted curve at half-maximal effect; % is scaled to controls: 0 for no effect and ±100 for the full control effect; nearly all actives have a fitted effect of over 55% in size
Target sequence (P43220 whole entry, looked up): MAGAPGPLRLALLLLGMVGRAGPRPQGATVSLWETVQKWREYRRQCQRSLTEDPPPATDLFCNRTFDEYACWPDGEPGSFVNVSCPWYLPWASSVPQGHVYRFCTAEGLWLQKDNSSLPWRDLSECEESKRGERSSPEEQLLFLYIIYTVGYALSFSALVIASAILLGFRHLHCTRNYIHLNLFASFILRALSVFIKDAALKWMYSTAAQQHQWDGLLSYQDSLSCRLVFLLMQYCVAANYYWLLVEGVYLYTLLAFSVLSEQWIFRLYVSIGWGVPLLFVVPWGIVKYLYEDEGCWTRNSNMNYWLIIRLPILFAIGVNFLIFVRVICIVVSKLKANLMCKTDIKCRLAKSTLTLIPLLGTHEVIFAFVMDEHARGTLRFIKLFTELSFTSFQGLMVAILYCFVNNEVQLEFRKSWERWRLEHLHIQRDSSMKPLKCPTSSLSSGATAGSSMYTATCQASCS
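Cells are plated, allowed 12 hours at 37 deg C, then treated with compounds for 24 hr before luciferase detection reagent is added and luminescence is read after 12 min at room temperature. The HEK293 line carries constitutively active GLP-1R with a cAMP-responsive reporter.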
Mm-Cpn inhibitor – inhibitors of Methanococcus maripaludis chaperonin (MmCpn); purified Mm-Cpn ATPase, ADP Transcreener TR-FRET; Potency, µM (doses to about 76.9 µM), without a hit: at the highest dose activity, negative = inhibition, most hits filed as inhibitors; 0.031% of 330,000 active; also: potency is read from the fitted curve at half-maximal effect; % is scaled to controls: 0 for no effect and ±100 for the full control effect; nearly all actives have a fitted effect of over 80% in size
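ATP (10 uM final) was added to archaeal chaperonin (25 nM final) after 10 min exposure to test compound at 37°C; after 30 min further incubation, ADP was detected by competitive TR-FRET.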
HEK293 tox – cytotoxic in the GLP-1 receptor inverse agonist counter-screen. HEK293 cAMP-luciferase reporter cells, luminescence, 24 h. Potency, µM (highest dose often 38.3 µM), inactives show at the highest dose activity change, negative = inhibition, hits mostly inhibitors. 0.13% of 410,000 active. AID 624418;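 also: loss of luciferase light is scored as toxicity; potency is read from the fitted curve at half-maximal effect; % is scaled to controls: 0 for no effect and ±100 for the full control effect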
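MLSMR compounds, 24 hr on cells at 37 deg C/5% CO2; luminescence after luciferase reagent (12 min RT). Inhibition counted as the undesired cytotoxic outcome.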
PTHR1 agonist – PTHR1 (human) receptor agonism. HEK293 GP2 PTHR1 cells, GloSensor cAMP luminescence, 1 h. Q03431. Potency, µM (top dose mostly 115 µM), for inactives: at the top dose activation, most hits filed as activators. AID 743266. 0.075% of 410,000 active; also: potency is read from the fitted curve at half-maximal effect; nearly all actives have a fitted effect of over 55% in size; some results filed as inactive show a strong effect at the top dose; inactives centre near -15; many of its hits are not listed in these tables
Target sequence (Q03431 whole entry, looked up): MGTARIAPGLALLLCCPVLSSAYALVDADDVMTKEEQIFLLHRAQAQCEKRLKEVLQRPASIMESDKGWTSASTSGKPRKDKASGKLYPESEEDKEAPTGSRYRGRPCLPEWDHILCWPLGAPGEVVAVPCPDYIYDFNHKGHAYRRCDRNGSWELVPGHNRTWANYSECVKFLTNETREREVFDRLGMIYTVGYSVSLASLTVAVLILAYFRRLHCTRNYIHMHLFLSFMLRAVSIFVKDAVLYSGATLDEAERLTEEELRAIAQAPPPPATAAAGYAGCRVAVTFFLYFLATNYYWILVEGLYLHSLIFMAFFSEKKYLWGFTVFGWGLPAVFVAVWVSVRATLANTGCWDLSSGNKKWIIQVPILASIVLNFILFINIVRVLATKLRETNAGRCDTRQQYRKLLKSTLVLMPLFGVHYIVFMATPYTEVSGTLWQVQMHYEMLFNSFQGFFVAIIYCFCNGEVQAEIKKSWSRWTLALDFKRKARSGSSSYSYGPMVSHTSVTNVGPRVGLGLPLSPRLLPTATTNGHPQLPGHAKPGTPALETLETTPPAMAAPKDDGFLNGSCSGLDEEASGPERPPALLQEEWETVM
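HEK-293-derived GP2 cells expressing PTHR1 and a GloSensor cAMP reporter, 3,000/well, plated overnight, given luciferin plus IBMX (each 0.5 mM as added) for 1 h at 37 °C, then compound for 1 h at 37 °C. Luminescence was read after 15 min at room temperature.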
Akt phos inh – Akt phosphorylation inhibition. Neuro2A IGF-stimulated pAkt S473 HTRF, 20 min; stronger effect = lower value. activity change, % for hits at 50 µM. 0.32% of 360,000 active; in the data active = activity change below about -80%; inconclusive = mostly about -51% to -80%; also: % is scaled to controls: 0 for no effect and ±100 for the full control effect
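Neuro2A cells (4,500/well, DMEM with 0.5% FBS) were treated with compound at a single 50 µM final concentration, stimulated with 6 nM IGF for 20 min at 37 °C, and lysed. Phospho-Akt Ser473 was read by HTRF as 665/615 ratio ×10^4.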
TDP-43 yeast inh – inhibitors of TDP-43 toxicity in yeast | TDP-43 expressing yeast growth rescue, BacTiter-Glo, 24 h | Potency, µM (highest dose often 46.1 µM), inactives show top-dose growth rescue (activation), actives largely listed as activators | 1.8% of 410,000 active; also: potency is read from the fitted curve at half-maximal effect; % of control where 0% means no effect; nearly all actives have a fitted effect of over 50% in size
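Growth rescue of TDP-43-toxic yeast measured as ATP luminescence (BacTiter-Glo). Cells grown to mid-log in raffinose, induced in galactose at OD600=0.02, exposed to compound 24 hr at 30 deg C.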
FUS yeast rescue – suppressors of FUS proteinopathy in yeast; S. cerevisiae FUS-expressing, growth rescue, OD600, 24 h; Potency, µM (highest dose often 76.6 µM), inactives show at the highest dose growth rescue (activation), most hits filed as activators; 0.24% of 390,000 active;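 also: potency is read from the fitted curve at half-maximal effect; plate controls were DMSO vehicle for no effect and reference control for full effect; nearly all actives have a fitted effect of over 55% in size; some results filed as inactive show a strong effect at the top dose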
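Yeast FUS proteinopathy model; galactose-induced FUS (2%), starting OD 0.005. Cpds in dilution series, 24hr, 30C, 99% humidity. Abs 600 nm growth. Pos ctrl CP55940 (top 92uM final); neg ctrl DMSO.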
aSyn rescue – inhibitors of alpha-synuclein toxicity in yeast; Yeast expressing alpha-synuclein, growth rescue, BacTiter-Glo, 24 h; Potency, µM (top dose mostly 46.1 µM), without a hit: at the highest dose growth rescue (activation), actives largely listed as activators; 0.14% of 370,000 active; AID 652106; also: potency is read from the fitted curve at half-maximal effect; % of control where 0% means no effect; nearly all actives have a fitted effect of over 65% in size
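Screening used galactose-induced yeast with toxic alpha-synuclein levels, exposed to compound for 24 hr at 30 deg C. Cell growth, read with BacTiter-Glo luminescence, gave the measured signal.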
* hit, by the source's call; [ ] = remark or other dose. Unless noted, calls follow the shape of the dose curve; as a rule, active = well fitted curve in the direction sought with a large enough effect; inconclusive = small, poorly fitted or top-dose-only effect, or another doubt; inactive = no such curve, though single readings can be large; an effect the other way counts as inactive or inconclusive. An excerpt (hit frequency here may not be typical).

What do the screens show for `COc1ccc(NC(=O)CCCc2c[nH]c3ccccc23)cc1OC`?
Abeta yeast res: 1%; GLP-1R inv ag: 3%; Mm-Cpn inhibitor: 0%; HEK293 tox: 8%; PTHR1 agonist: inactive; Akt phos inh: inactive; TDP-43 yeast inh: -15%; FUS yeast rescue: 4%; aSyn rescue: -2%

Results for CCOCCCNC(=O)C1CCN(S(=O)(=O)c2ccc3nc4c(c(C(=O)O)c3c2)CCCCC4)CC1 ?
Abeta yeast res: -12%; GLP-1R inv ag: -6%; Mm-Cpn inhibitor: 0%; HEK293 tox: -3%; PTHR1 agonist: inactive; Akt phos inh: inactive; TDP-43 yeast inh: 3%; FUS yeast rescue: 6%; aSyn rescue: -3%

How did CCOC(=O)c1sc2nc(CSc3ccccc3Cl)[nH]c(=O)c2c1C do in these assays?
Abeta yeast res: -21%; GLP-1R inv ag: 11%; Mm-Cpn inhibitor: 2%; HEK293 tox: -11%; PTHR1 agonist: -10%; Akt phos inh: inactive; TDP-43 yeast inh: -8%; FUS yeast rescue: 25%; aSyn rescue: 9%

What do the screens show for `CCOCc1cc(CN2CCC(CCC(=O)NC3CC3)CC2)ccc1OC`?
Abeta yeast res: -6%; GLP-1R inv ag: -4%; Mm-Cpn inhibitor: 0%; HEK293 tox: 21%; PTHR1 agonist: -22%; Akt phos inh: inactive; TDP-43 yeast inh: 3%; FUS yeast rescue: -6%; aSyn rescue: 1%

Results for Cc1c(-c2nc3ccccc3[nH]2)cnn1C ?
Abeta yeast res: 3%; GLP-1R inv ag: 12%; Mm-Cpn inhibitor: -2%; HEK293 tox: 0%; PTHR1 agonist: -50%[inhibitor]; Akt phos inh: inactive; TDP-43 yeast inh: 12%; FUS yeast rescue: -14%; aSyn rescue: 2%[1.84 µM]

What do the screens show for `CC1Cc2ccccc2N1C(=O)Cn1cc([N+](=O)[O-])ccc1=O` (stereo not given)?
Abeta yeast res: -1%; GLP-1R inv ag: 7%; Mm-Cpn inhibitor: 0%; HEK293 tox: -3%; PTHR1 agonist: 0%; Akt phos inh: inactive; TDP-43 yeast inh: 2%; FUS yeast rescue: -10%; aSyn rescue: 7%

How did Cc1cc(/N=C/C=C2\N(C)c3ccccc3C2(C)C)n(CCC#N)n1 do in these assays?
Abeta yeast res: 11%; GLP-1R inv ag: -4%; Mm-Cpn inhibitor: 0%; HEK293 tox: inconclusive; PTHR1 agonist: -6%[57.5 µM]; Akt phos inh: inactive; TDP-43 yeast inh: -10%; FUS yeast rescue: 1%; aSyn rescue: -9%

How did COC(=O)c1c(NC(=O)CSc2nccn2C)sc(C)c1C do in these assays?
Abeta yeast res: 4%; GLP-1R inv ag: -6%; Mm-Cpn inhibitor: 0%; HEK293 tox: 11%; PTHR1 agonist: -44%[inhibitor]; Akt phos inh: inactive; TDP-43 yeast inh: 6%; FUS yeast rescue: -1%; aSyn rescue: -1%

Results for Cc1ccc(C(=O)c2cn(Cc3ccccc3)c3nc(C)ccc3c2=O)cc1 ?
Abeta yeast res: -17%; GLP-1R inv ag: inconclusive; HEK293 tox: 10%; PTHR1 agonist: -13%; TDP-43 yeast inh: 11µM*; FUS yeast rescue: 42%

What do the screens show for `Cc1ccc(-c2noc(CNc3ccccc3)n2)cc1`?
Abeta yeast res: -3%; GLP-1R inv ag: 0%; Mm-Cpn inhibitor: 0%; HEK293 tox: 3%; PTHR1 agonist: -1%[57.5 µM]; Akt phos inh: inactive; TDP-43 yeast inh: 19%; FUS yeast rescue: 20%; aSyn rescue: -14%

How did Cc1ccc(-c2nnc3sc(-c4ccncc4)nn23)cc1 do in these assays?
Abeta yeast res: -15%; GLP-1R inv ag: 0%; Mm-Cpn inhibitor: -10%; HEK293 tox: 8%; PTHR1 agonist: inactive; Akt phos inh: inactive; TDP-43 yeast inh: -12%; FUS yeast rescue: 13%; aSyn rescue: 0%

What do the screens show for `O=C(Cc1cccs1)Nc1nnc(-c2ccccc2)s1`?
Abeta yeast res: -3%; GLP-1R inv ag: 14%; Mm-Cpn inhibitor: -4%; HEK293 tox: 6%; PTHR1 agonist: -11%; Akt phos inh: inactive; TDP-43 yeast inh: 22%; FUS yeast rescue: -22%; aSyn rescue: 2%

How did CCn1c(=O)cc(SCC(=O)N2CCOCC2)c2ccccc21 do in these assays?
Abeta yeast res: 15%; GLP-1R inv ag: 3%; Mm-Cpn inhibitor: 2%; HEK293 tox: -5%; PTHR1 agonist: -8%; Akt phos inh: inactive; TDP-43 yeast inh: -15%; FUS yeast rescue: 11%; aSyn rescue: -11%

What do the screens show for `Cn1c(O)c(/C=C2\C=NN=C2c2ccccc2)sc1=S`?
Abeta yeast res: -3%; GLP-1R inv ag: -10%; Mm-Cpn inhibitor: 5%; HEK293 tox: -20%; PTHR1 agonist: -3%; Akt phos inh: inactive; TDP-43 yeast inh: 16%; FUS yeast rescue: -8%; aSyn rescue: -10%

How did Cc1cc(C(=O)CSc2nc3ccc(Cl)cc3[nH]2)c(C)n1CC1CCCO1 (stereo not given) do in these assays?
Abeta yeast res: 5%; GLP-1R inv ag: inconclusive; Mm-Cpn inhibitor: inconclusive; HEK293 tox: -3%; PTHR1 agonist: -23%[57.5 µM]; Akt phos inh: inactive; TDP-43 yeast inh: 20%; FUS yeast rescue: 25%; aSyn rescue: 17%

Results for COc1ccc(N2CCN(C(=O)c3cc4c(s3)-c3ccccc3S(=O)(=O)C4)CC2)cc1 ?
Abeta yeast res: -3%; GLP-1R inv ag: inconclusive; Mm-Cpn inhibitor: 1%; HEK293 tox: -10%; PTHR1 agonist: -29%; Akt phos inh: inactive; TDP-43 yeast inh: -10%; FUS yeast rescue: 19%; aSyn rescue: -6%

What do the screens show for `CCOC(=O)/C(C#N)=N\Nc1cc(Cl)ccc1OC`?
Abeta yeast res: 15%; GLP-1R inv ag: 2%; Mm-Cpn inhibitor: 0%; HEK293 tox: -11%; PTHR1 agonist: inactive; Akt phos inh: inactive; TDP-43 yeast inh: 15%; FUS yeast rescue: 0%; aSyn rescue: 3%

Results for CC1=NN(c2ccccc2)C(=O)/C1=C\c1ccc(Oc2ccc([N+](=O)[O-])cc2[N+](=O)[O-])cc1 ?
Abeta yeast res: -32%[inhibitor]; GLP-1R inv ag: -27%; Mm-Cpn inhibitor: -4%; HEK293 tox: -6%; PTHR1 agonist: -29%; Akt phos inh: inactive; TDP-43 yeast inh: 11%; FUS yeast rescue: 14%; aSyn rescue: 7%

What do the screens show for `COc1cccc(C2(O)C(=O)Nc3ccccc32)c1` (stereo not given)?
Abeta yeast res: -10%; GLP-1R inv ag: 5%; Mm-Cpn inhibitor: 1%; HEK293 tox: -2%; PTHR1 agonist: -12%; Akt phos inh: inactive; TDP-43 yeast inh: -18%; FUS yeast rescue: 15%; aSyn rescue: -2%

What do the screens show for `COc1ccc(OC)c(NC(=O)NCCCCc2ccccc2)c1`?
Abeta yeast res: 5%; GLP-1R inv ag: inconclusive; Mm-Cpn inhibitor: 1%; HEK293 tox: -9%; PTHR1 agonist: -3%; Akt phos inh: inactive; TDP-43 yeast inh: 10%; FUS yeast rescue: 6%; aSyn rescue: -8%

Results for COCCOC(=O)c1[nH]c2c(c1C)C(=O)CC(c1ccco1)C2 (stereo not given) ?
Abeta yeast res: -17%; GLP-1R inv ag: inconclusive; Mm-Cpn inhibitor: -4%; HEK293 tox: -17%; PTHR1 agonist: -5%; Akt phos inh: inactive; TDP-43 yeast inh: 15%; FUS yeast rescue: -7%; aSyn rescue: -11%

How did CCCCCC(=O)N1C[C@H](n2cc(-c3ccc(F)cc3)nn2)[C@@H](O)C[C@@H]1c1ccc(Cl)cc1 do in these assays?
Abeta yeast res: 6%; GLP-1R inv ag: 10µM*; HEK293 tox: inconclusive; PTHR1 agonist: inactive; Akt phos inh: inactive; TDP-43 yeast inh: 20%; FUS yeast rescue: 34%; aSyn rescue: 5%

What do the screens show for `CCOc1ccc(NC(=O)CCS(=O)(=O)c2ccc3c(c2)CCCN3C(C)=O)cc1`?
Abeta yeast res: 1%; GLP-1R inv ag: inconclusive; Mm-Cpn inhibitor: 1%; HEK293 tox: 40%; PTHR1 agonist: -9%; Akt phos inh: inactive; TDP-43 yeast inh: 2%; FUS yeast rescue: 28%; aSyn rescue: -2%

How did O=C(CCN1C(=O)[C@@H]2Cc3ccccc3CN2C1=O)N[C@@H](Cc1ccccc1)C(=O)O do in these assays?
Abeta yeast res: -12%; GLP-1R inv ag: 18%; Mm-Cpn inhibitor: 0%; HEK293 tox: 3%; PTHR1 agonist: inactive; Akt phos inh: inactive; TDP-43 yeast inh: 15%; FUS yeast rescue: -9%; aSyn rescue: 4%

What do the screens show for `CCN(CC)c1ccc(/C=N/NC(=O)Nc2nonc2N)cc1`?
Abeta yeast res: 23%; GLP-1R inv ag: -21%; Mm-Cpn inhibitor: -4%; HEK293 tox: -6%; PTHR1 agonist: inactive; Akt phos inh: inactive; TDP-43 yeast inh: -8%; aSyn rescue: 0%

Results for COc1cccc(Oc2ccc(C(F)(F)F)cc2NC(=O)C2=COCCO2)c1 ?
Abeta yeast res: 6%; GLP-1R inv ag: -64%; Mm-Cpn inhibitor: -2%; HEK293 tox: 19%; PTHR1 agonist: -17%; Akt phos inh: inactive; TDP-43 yeast inh: 8%; FUS yeast rescue: 13%; aSyn rescue: -18%
